Pin1 inhibitor – qHTS Assay to Find Inhibitors of Pin1; Peptidyl-prolyl cis-trans isomerase NIMA-interacting 1 (Homo sapiens), Q13526; Pin1 FP peptide displacement, HiFluor488, 10 min; Potency, µM (top dose mostly 115 µM), for the others: at the top dose activity, negative = inhibition, usual class: inhibitors; 390,000 compounds, 0.009% hits; AID 504891, 2011; active = well fitted inhibition curve with a large enough effect in the polarisation, with a control signal flat, not every such curve was filed as active; inconclusive = small, poorly fitted or top-dose-only effect, or effect the other way, or a change in a side signal; inactive = no such curve, though single readings can be large or run the other way; the % refers to the polarisation; also: % is scaled to controls: 0 for no effect and ±100 for the full control effect
Target sequence (Q13526 whole entry, looked up): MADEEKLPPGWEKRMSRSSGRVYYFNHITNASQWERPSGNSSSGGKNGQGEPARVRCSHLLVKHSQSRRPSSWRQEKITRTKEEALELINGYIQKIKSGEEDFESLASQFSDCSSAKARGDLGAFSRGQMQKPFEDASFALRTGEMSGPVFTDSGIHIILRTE
JMJD2A Tudor – qHTS Assay for Inhibitors of JMJD2A-Tudor Domain. Lysine-specific demethylase 4A (Homo sapiens), O75164. AlphaScreen JMJD2A-Tudor / H3K4me3 peptide binding. Potency, µM (titrated, usually from 114 µM), inactives show top-dose activity change, negative = inhibition, actives largely listed as inhibitors. 390,000 compounds, 4.4% hits. AID 504339, 2011; also: % is scaled to controls: 0 for no effect and ±100 for the full control effect; nearly all actives have a fitted effect of over 50% in size
RGS4 inh – Inhibitors of Regulator of G Protein Signaling (RGS) 4: qHTS. Regulator of G-protein signaling 4 (Homo sapiens), P49798. Transcreener GDP fluorescence polarization, RGS4-accelerated GTP hydrolysis. Potency, µM (top dose mostly 114 µM), for the others: top-dose activity change, negative = inhibition, most hits filed as inhibitors. 390,000 compounds, 0.039% hits. AID 504845, 2011; also: % is scaled to controls: 0 for no effect and ±100 for the full control effect; nearly all actives have a fitted effect of over 75% in size; some results filed as inactive show a strong effect at the top dose
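MLSMR compounds (23 nl, pin-transferred) preincubated 10 min at room temperature with a 500nM (2x) first reagent, then RGS4 at 900nM (2x) plus Transcreener GDP mix added; fluorescence polarization (620/688 nm) read before and after 90 min at 30 °C.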
ALOX12 inh – Primary qHTS assay for inhibitors of human arachidonate 12S-lipoxygenase (ALOX12): Round 2; Polyunsaturated fatty acid lipoxygenase ALOX12 (Homo sapiens), P18054; purified 12hLO, xylenol orange hydroperoxide absorbance; Potency, µM (series often up to 108 µM), for the others: at the highest dose activity change, negative = inhibition, usual class: inhibitors; 580,000 compounds, 1.1% hits; AID 1671190, 2021; also: % is scaled to controls: 0 for no effect and ±100 for the full control effect
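Hydroperoxide product was detected by ferrous iron/xylenol orange as the 573 to 405 nm absorbance ratio. Arachidonic acid at 40 uM (final) was turned over for 30 min at room temperature by 150 nM human 12hLO, pH 7.0 Hepes buffer, after 15 min compound preincubation.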
ERG-DNA inh – qHTS for Small Molecule Inhibitors of the ERG Ets/DNA interaction; fluorescence polarization, His-ERG Ets domain / labelled DNA; Potency, µM (highest dose often 76.9 µM), for the others: top-dose FP activity, negative = inhibition, actives largely listed as inhibitors; 370,000 compounds, 0.028% hits; AID 624246, 2012; active = well fitted inhibition curve with a large enough effect in the polarisation, with a control signal flat; inconclusive = small, poorly fitted or top-dose-only effect, or effect the other way, or a change in a side signal; inactive = no such curve, though single readings can be large or run the other way; the % refers to the polarisation;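 also: polarization taken with two DNA probes labelled with fluorescein and Texas red; % of control where 0% means no effect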
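His-tagged ERG Ets domain (1 uM in the protein solution; 300mM KCl, 50mM Tris-HCl, 1mM EDTA, 1mM DTT, pH 7.5) received compound, then a probe mix of 5 nM fluorescein-DNA and 100nM Texas-615-DNA. Fluorescence polarization was read for both dyes.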
Tb PGK inh – qHTS Assay to Find Inhibitors of Phosphoglycerate Kinase; PGK/GAPDH coupled, Kinase-Glo luminescence, 60 min; Potency, µM (top dose mostly 57.5 µM), for the others: top-dose activity change, negative = inhibition, most hits filed as inhibitors; 380,000 compounds, 0.043% hits; also: % is scaled to controls: 0 for no effect and ±100 for the full control effect; nearly all actives have a fitted effect of over 60% in size
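Recombinant glycosomal PGK reaction used 1,3-bisphosphoglycerate generated in-well by GAPDH (100nM final) in 100mM TEA pH 7.6, 5mM MgCl2, 0.01% Tween-20. After 60 minutes at room temperature, ATP was read by Kinase-Glo Plus luminescence end-point.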
rTrxR1 inhibitor – qHTS Assay for Inhibitors of Mammalian Selenoprotein Thioredoxin Reductase 1 (TrxR1): qHTS | Thioredoxin reductase 1, cytoplasmic (Rattus norvegicus), O89049 | recombinant rTrxR1, NADPH fluorescence consumption, selenite substrate | Potency, µM (titrated, usually from 114 µM), inactives show at the top dose activity change, negative = inhibition, most hits filed as inhibitors | 390,000 compounds, 1% hits | AID 588453, 2011; also: % is scaled to controls: 0 for no effect and ±100 for the full control effect; nearly all actives have a fitted effect of over 65% in size
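Rat TrxR1 (90 nM in the dispensed reagent) was pre-reduced with 400 uM NADPH for 5 min at room temperature, then incubated with compound for 15 min. After 400 uM selenite was added, NADPH fluorescence (Ex 340/Em 450 nm) was followed for 8 min.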
GLS inhibitor – qHTS for Inhibitors of Glutaminase (GLS); Potency, µM (highest dose often 45.5 µM), inactives show at the highest dose activity change, negative = inhibition, hits mostly inhibitors; 410,000 compounds, 0.21% hits; GLS enzymatic activity, qHTS titration; also: % is scaled to controls: 0 for no effect and ±100 for the full control effect
Target sequence (O94925 whole entry, looked up): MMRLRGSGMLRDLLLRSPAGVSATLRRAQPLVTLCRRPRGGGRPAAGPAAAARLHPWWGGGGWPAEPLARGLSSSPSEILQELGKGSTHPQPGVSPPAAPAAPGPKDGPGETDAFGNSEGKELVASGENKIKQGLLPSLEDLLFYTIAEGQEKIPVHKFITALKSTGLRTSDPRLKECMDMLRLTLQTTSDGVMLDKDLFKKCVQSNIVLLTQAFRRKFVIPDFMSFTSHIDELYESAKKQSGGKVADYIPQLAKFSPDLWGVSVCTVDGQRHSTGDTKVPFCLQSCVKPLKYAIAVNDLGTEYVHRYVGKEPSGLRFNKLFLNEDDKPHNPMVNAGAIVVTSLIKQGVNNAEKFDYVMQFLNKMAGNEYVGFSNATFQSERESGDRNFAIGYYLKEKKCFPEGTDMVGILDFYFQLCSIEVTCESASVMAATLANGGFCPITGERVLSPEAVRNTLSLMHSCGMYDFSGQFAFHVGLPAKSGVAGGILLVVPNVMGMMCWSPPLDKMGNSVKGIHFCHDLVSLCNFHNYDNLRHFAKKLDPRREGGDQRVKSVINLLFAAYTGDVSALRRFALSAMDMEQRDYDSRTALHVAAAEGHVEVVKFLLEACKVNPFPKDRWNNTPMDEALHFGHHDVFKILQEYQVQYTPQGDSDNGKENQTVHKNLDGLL
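Enzyme dispensed in phosphate buffer (45 mM, pH 8.2, 0.02% Tween-20), compounds pinned in, then 1 mM L-glutamine solution and the glutamate oxidase–HRP–Amplex Red mix added; fluorescence read immediately and again after 30 min at room temperature.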
HP1b binding inh – HTS for Inhibitors of HP1-beta Chromodomain Interactions with Methylated Histone Tails; AlphaScreen HP1-beta / biotin-H3K9me3 peptide binding; 390,000 compounds, 0.56% hits; Chromobox protein homolog 1 (Homo sapiens), P83916; Potency, µM (doses to about 114 µM), without a hit: at the top dose activity change, negative = inhibition, actives largely listed as inhibitors; also: nearly all actives have a fitted effect of over 70% in size; inactives centre near 23
Target sequence (P83916 whole entry, looked up): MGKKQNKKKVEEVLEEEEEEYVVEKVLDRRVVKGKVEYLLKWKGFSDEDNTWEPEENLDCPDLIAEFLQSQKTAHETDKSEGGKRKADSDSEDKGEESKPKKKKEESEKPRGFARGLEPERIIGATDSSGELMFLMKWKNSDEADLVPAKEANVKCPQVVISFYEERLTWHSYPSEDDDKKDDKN
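HP1-beta protein (50 nM final) preincubated 30 min at room temperature with biotinylated H3(1-18)K9me3 peptide (50 nM) in PBS pH 7.4, 0.01% Tween-20, then compound added for 30 min. AlphaScreen streptavidin donor/nickel chelate acceptor beads (10 ug/mL final), 30 min dark, luminescence read.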
Numbers without * were called inactive; i = inactive; ? = inconclusive; / = no result given; [ ] = dose if it differs, or a comment. Unless noted, calls follow the shape of the dose curve; as a rule, active = well fitted curve in the direction sought with a large enough effect; inconclusive = small, poorly fitted or top-dose-only effect, or another doubt; inactive = no such curve, though single readings can be large; an effect the other way counts as inactive or inconclusive. Potency is read from the fitted curve at half-maximal effect. Only part of the results is shown. The share of hits here may be higher or lower than overall.

Values run as follows: Pin1 inhibitor, JMJD2A Tudor, RGS4 inh, ALOX12 inh, ERG-DNA inh, Tb PGK inh, rTrxR1 inhibitor, GLS inhibitor, HP1b binding inh
[1] COc1ccc(/C=C\C(=O)Oc2cccc(/C=N/NC(=O)Cc3ccc(OC)c(OC)c3)c2)cc1
 : 24.1%, -20.8%, -22.6%, 16.5%, /, 4.6%, -9.0%, 7.4%, -0.7%
[2] COc1ccc(-c2noc(CSc3ccccc3)n2)cc1OC
 : 2.9%, 27.1%, -19.3%, -1.3%, 10.3%, i, 11.0%[57.1 µM], 6.8%, 150.0%[activator]
[3] COc1cc(C(=O)Nc2ccc(-c3nc4cc(C)c(C)cc4o3)cc2)cc(OC)c1OC
 : -2.7%, -16.7%, 24.5%, ?, 4.0%, i, 23.4%, -1.0%, 13.0%
[4] Cc1ccc(-c2c(C(=O)N3CCN(c4ccc(F)cc4)CC3)oc(=O)c3ccccc23)cc1
 : -0.6%, 3.0%, -2.4%, -0.6%, 1.4%, -6.1%, 8.9%, 2.7%, 51.1%[activator]
[5] COc1ccc(C(=O)Nc2cccc(/C=C(/CCC(=O)O)c3nc4ccccc4s3)c2)cc1
 : ?, ?, -16.0%, -13.0%, -5.2%, -4.9%, -11.4%, 13.7%, -18.7%
[6] N#Cc1ccccc1OCC(=O)NCc1ccccc1CN1CCCC1
 : 8.3%, -11.7%, 1.3%, 0.3%, -12.9%, 2.0%, 17.0%, 5.1%, 32.6%[activator]
[7] COc1cccc(CC(=O)OC(C)C(=O)Nc2ccc(Cl)cn2)c1 (stereo not given)
 : -2.0%, 11.0%, 10.0%, 4.6%, -3.9%, 4.0%, 7.2%, 3.1%, 30.8%
[8] CCOC(=O)C1=C(C)N(CC(C)C)C(=O)/C1=C\c1ccc(OCC(=O)Nc2ccccc2)cc1
 : ?, -35.9%[57.1 µM], -12.7%[56.9 µM], 15.0%, -4.1%, 1.2%, 1.0%, 2.6%, -4.7%
[9] COc1ccccc1N1CCN(C2CCCN(C(=O)CCn3cncn3)C2)CC1 (stereo not given)
 : 2.1%, -0.7%, -29.9%, 2.9%, -3.1%, -0.8%, -17.9%, 20.9%, 31.5%
[10] C=CCNC(=O)/C=C/c1cccs1
 : 3.2%, 10.3%, -16.7%, ?, 6.1%, -8.5%, 16.0%[57.1 µM], -6.2%, 31.5%
[11] CCC/C(O)=C1\C(=O)CC(C)(C)CC1=Nc1ccccc1O
 : 9.5%, ?, ?, -3.3%, 0.5%, -0.8%, 15.5%[57.1 µM], -11.3%, -21.6%
[12] COc1ccccc1C(CNC(=O)CNC(=O)c1cccc(Cl)c1)N1CCCC1 (stereo not given)
 : -0.9%, -11.7%, 15.2%, 26.2%, 2.9%, i, -13.3%[57.1 µM], 3.0%, 11.0%
[13] COc1cccc(C2C(C#N)=C(N)N(N(C)C)C3=C2C(=O)CCC3)c1OC (stereo not given)
 : -2.7%, -18.1%, 10.5%, 22.0%, -3.0%, -3.8%, 11.3%, 8.4%, 19.7%
[14] Cc1ccc2cc(C#N)c(N3CCN(C)CC3)nc2c1
 : 4.0%, -10.6%, 27.9%, 447.2%[activator], -5.8%, -9.2%, 34.1%[57.1 µM], 4.4%, 7.6%
[15] CCCCCNC(=O)C(C)NS(=O)(=O)c1ccc(OC)cc1 (stereo not given)
 : -3.5%, -20.9%, -28.0%, -15.8%, 2.4%, -0.7%, 14.9%[57.1 µM], -6.8%, 48.0%[activator]
[16] CCN(CC(=O)Nc1ccc2c(c1)OCCO2)C(=O)c1cc(S(=O)(=O)N2CCOCC2)ccc1F
 : 0.4%, -6.2%, -0.4%, 11.0%, -5.7%, -2.4%, -18.1%, 0.1%, 80.9%[activator]
[17] COc1ccc(-c2nn(-c3ccccc3)cc2C(=O)N(C)CC(=O)Nc2ccccc2Br)cc1
 : 0.3%, -30.2%, 12.9%, -3.8%, 12.0%, -1.6%, 19.4%, -1.6%, 6.7%
[18] Cc1ccc(SCc2[nH]nc3c2C(c2cccnc2)C(C#N)=C(N)O3)cc1 (stereo not given)
 : 2.2%, -26.2%, -21.4%, 0.4%, /, -6.6%, -17.3%, 28.2%, 20.5%
[19] Cc1ccc(C2CC(=O)c3cnc(N4CCN(c5ccccc5)CC4)nc3C2)cc1 (stereo not given)
 : 9.4%, -16.9%, -2.9%, 0.0%, -7.4%, -1.2%, 33.7%[activator], 29.5%, 23.8%
[20] O=C1CN=CN=CN1c1ccc(Cl)cc1Cl
 : -2.3%, -2.1%, -16.3%, -11.7%, 17.0%, i, 21.2%, -6.1%, 46.2%[activator]
[21] O=C(CN1C(=O)NC2(CCCCC2)C1=O)N1CCN(S(=O)(=O)c2ccc(F)c(F)c2F)CC1
 : 7.1%, -4.8%, -1.8%, 0.0%, -3.9%, i, 14.0%, 0.0%, ?
[22] Cc1cc(=O)[nH]c(-n2nc(C)c(Oc3ccccc3O)c2C)n1
 : -6.0%, -3.7%, -11.0%, 18.7%, -4.4%, 5.4%, 12.4%[57.1 µM], -3.0%, 42.9%[activator]
[23] CN(Cc1nc(-c2ccc(Cl)cc2)no1)C(=O)CCN1C(=O)[C@H]2CC=CC[C@H]2C1=O
 : 2.5%, -22.1%, 4.8%, 2.8%, -8.6%, 2.9%, 31.5%, -2.8%, 21.6%
[24] O=C1C(Cl)=C(N2CCCC2)C(=O)N1c1ccc(F)cc1
 : 12.1%, 25.2%, -46.9%, 0.0%, 0.8%, -3.5%, 9.2%[57.1 µM], -6.1%, 122.2%[activator]
[25] CSC1SCC2C(=O)N(C)C(C(C)C)C(=O)OCC(NC(=O)c3cnc4ccccc4n3)C(=O)NC(C)C(=O)N(C)C1C(=O)N(C)C(C(C)C)C(=O)OCC(NC(=O)c1cnc3ccccc3n1)C(=O)NC(C)C(=O)N2C (stereo not given)
 : ?, -24.3%, ?, -2.7%, /, -7.5%, ?, ?, 21.2%
[26] COC(=O)c1ccccc1S(=O)(=O)NCc1nc2nc(C)cc(C)n2n1
 : 5.0%, -5.6%, -5.4%, -6.5%[57.4 µM], -11.6%, -6.7%, 9.4%[57.1 µM], -7.3%, 42.3%[activator]
[27] O=C(NCc1cccs1)C1CCN(C(=O)N2CCOc3ccc(Cl)cc32)CC1
 : 12.2%, -34.2%, -9.7%, 10.9%, -5.1%, -1.4%, 13.5%, -4.4%, 10.7%
[28] COCCn1c(C)cc(C(=O)COC(=O)c2ccc3c(c2)NC(=O)CS3)c1C
 : -13.4%, ?, ?, -22.8%, -4.0%, -1.6%, 12.8%[57.1 µM], 2.3%, ?
[29] Cc1cc(C)cc(NC(=O)c2cccc(N3CCCS3(=O)=O)c2)c1
 : ?, 5.5%, -2.0%, -23.5%, 0.5%, 4.4%, 9.7%[57.1 µM], -13.8%, 44.1%[activator]
[30] Cc1ccc(Sc2ccc(/C=C3/C(=O)NN(c4ccccc4)C3=O)o2)cc1
 : ?, ?, -44.9%, ?, 15.2%, -9.0%, -16.2%, -19.7%, 6.3%
[31] CN(C)C(=O)N1CCCC(C(=O)NCc2ccc(F)cc2Cl)C1 (stereo not given)
 : 0.1%, -12.9%, 9.6%, -11.5%, /, -0.5%, 22.5%, 11.1%, 28.6%
[32] CCN1CCN(C(=O)c2cc(-c3ccc(Cl)s3)nc3ccccc23)CC1
 : 1.9%, -12.8%, 7.3%, -8.2%, -2.3%, -5.0%, 16.2%, 0.6%, 34.9%
[33] CC(=O)Nc1cccc(NC(=S)Nc2cccc(Cl)c2C)c1
 : 6.1%, -13.6%, -27.2%, ?, -0.2%, 4.0%, -30.9%, 14.5%, 22.9%
[34] CCCCOC(=O)Nc1nnc(COc2ccccc2)s1
 : -2.1%, -5.8%, 1.6%, 8.5%, -5.0%, -0.6%, 9.5%[57.1 µM], 9.2%, 19.3%
[35] CCOC(=O)c1c(-c2ccc(OC)cc2)csc1NC(=O)C1CCCO1 (stereo not given)
 : -1.2%, -6.2%, -19.1%[11.4 µM], ?, -3.4%, -8.3%, 2.6%, -23.6%, -10.7%
[36] COC1=CC(=O)[C@@]2([C@@H]1O)[C@@H](Cl)C[C@]13C(OC)=C(OC)C(=O)C[C@]21CCN3C
 : -3.9%, -9.3%, 3.6%, 12.4%, -9.4%, 2.8%, 9.7%, 10.1%, 30.5%
[37] Cc1cc(C(=O)Nc2ccccc2Cl)c2ccccc2n1
 : 10.8%, 2.0%, -11.4%, 4.5%, 1.6%, -3.9%, 8.0%[57.1 µM], -20.9%, 27.8%
[38] CCn1cc(CN2CCN(CC(C)(C)C)C(CCO)C2)c2ccccc21 (stereo not given)
 : 2.7%, -29.2%, 14.4%, ?, -11.6%, -18.5%, 17.7%, 18.5%, 8.1%
[39] COc1ccc(CNC(=O)CCc2nc3cccnc3n2Cc2ccccc2)cc1
 : 6.9%, -8.6%, 5.3%, -2.7%, 7.4%, 16.8%, -2.2%, 2.8%, 32.0%

Compound activity as filed in PubChem.
